Bioassay records (PubChem BioAssay)
HEK293 cAMP ctrl – counter-screen for TSHR agonists: cAMP increase in parental HEK293 | parental HEK293 CNG cAMP sensor, membrane potential fluorescence | actives 2.5% (n = 73,000) | AID 938 | Potency, µM (highest dose often 57.1 µM), for the others: at the top dose activation, most hits filed as activators; further: potency means the concentration at half of the fitted maximal effect; % of control where 0% means no effect; nearly all actives have a fitted effect of over 55% in size
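Counterscreen for endogenous-receptor signalling: CNG-channel HEK 293 cells report cAMP rise by membrane depolarization. After 60 min dye equilibration with 100 uM RO 20-1724, compounds incubated 30 min before bottom-read fluorescence at 590 nm.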
Casp1 inh – allosteric or competitive inhibitors of human caspase-1; actives 0.03% (n = 75,000); P29466; Caspase-1 enzyme, Ac-WEHD-AFC fluorogenic rate; AID 900; Potency, µM (highest dose often 57.5 µM), without a hit: at the highest dose activity change, negative = inhibition, most hits filed as inhibitors;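 further: potency means the concentration at half of the fitted maximal effect; plate controls were vehicle for no effect and no substrate for full effect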
HADH2 inhib – HADH2 (human) dehydrogenase inhibition. Q99714. recombinant HADH2, NADH fluorescence, beta-hydroxybutyryl-CoA. Potency, µM (highest dose often 57.1 µM), without a hit: top-dose activity change, negative = inhibition, most hits filed as inhibitors. actives 3.4% (n = 73,000); further: potency means the concentration at half of the fitted maximal effect; on the % scale 0 is the no-effect control and ±100 the full control effect; nearly all actives have a fitted effect of over 60% in size; many of its hits are not listed in these tables
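His-tagged recombinant enzyme from E. coli, 20 nM, preincubated 15 min RT with compound; reaction started with 1 mM NAD+ and 90 uM beta-hydroxybutyryl-CoA in 100 mM Tris-HCl pH 9.0. NADH fluorescence (ex 360/em 450) read over 4 min; last-minus-first difference.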
Tau filament bind – binds recombinant human tau filaments; recombinant tau filaments, thioflavin S fluorescence, 15 h; filaments grown with octadecylsulfate alongside compound; Potency, µM (doses to about 57.1 µM), for inactives: at the highest dose activity change, negative = inhibition; actives 2% (n = 71,000);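 further: potency means the concentration at half of the fitted maximal effect; on the % scale 0 is the no-effect control and ±100 the full control effect; actives lower thioflavin S fluorescence by blocking filaments or displacing dye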
Target sequence (P10636 whole entry, looked up): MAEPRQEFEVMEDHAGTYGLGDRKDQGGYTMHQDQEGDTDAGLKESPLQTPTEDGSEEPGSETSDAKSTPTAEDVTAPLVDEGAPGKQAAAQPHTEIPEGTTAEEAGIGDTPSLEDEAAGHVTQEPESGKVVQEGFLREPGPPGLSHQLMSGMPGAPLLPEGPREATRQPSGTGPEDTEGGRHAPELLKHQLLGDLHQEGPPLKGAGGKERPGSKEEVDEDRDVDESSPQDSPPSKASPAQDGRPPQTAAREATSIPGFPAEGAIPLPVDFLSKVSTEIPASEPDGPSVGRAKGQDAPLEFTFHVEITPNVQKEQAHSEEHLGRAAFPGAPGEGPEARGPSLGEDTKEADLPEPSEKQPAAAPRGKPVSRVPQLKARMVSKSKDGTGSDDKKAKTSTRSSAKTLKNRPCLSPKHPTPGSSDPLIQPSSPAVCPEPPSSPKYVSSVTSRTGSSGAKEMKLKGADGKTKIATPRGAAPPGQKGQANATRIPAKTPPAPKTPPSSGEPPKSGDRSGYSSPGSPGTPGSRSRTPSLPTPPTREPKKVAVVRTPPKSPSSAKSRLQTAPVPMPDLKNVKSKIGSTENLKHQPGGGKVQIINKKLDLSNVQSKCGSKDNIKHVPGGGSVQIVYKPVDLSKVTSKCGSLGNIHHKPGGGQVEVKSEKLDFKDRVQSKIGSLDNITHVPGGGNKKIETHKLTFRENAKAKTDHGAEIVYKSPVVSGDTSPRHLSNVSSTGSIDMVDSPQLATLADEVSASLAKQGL
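Assay mix: 1 uM His-tagged tau, 30 uM sodium octadecylsulfate, thioflavine S dye in HEPES/NaCl/DTT buffer. Compound is added prior to the inducer. Fluorescence after 15 h at 37 C.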
ERK AVP block – inhibitors of vasopressin-stimulated ERK signaling pathway; HEK293-V1b, vasopressin-stimulated pERK AlphaScreen; actives 0.99% (n = 72,000); Potency, µM (doses to about 57.5 µM), inactives show at the highest dose activity, negative = inhibition, usual class: inhibitors; further: potency means the concentration at half of the fitted maximal effect; on the % scale 0 is the no-effect control and ±100 the full control effect; nearly all actives have a fitted effect of over 55% in size
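HEK293 cells stably expressing V1b receptor, preincubated 30 min at 37 °C with compound, then stimulated 5 min with 25 nM vasopressin. Phospho-ERK by AlphaScreen SureFire after 5 h RT; normalized to DMSO and vasopressin; AC50 by Hill fit.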
Texas Red fluor – compound fluoresces in the Texas Red spectral region; Compound fluorescence, Texas Red channel, 547/618 nm; active compounds read high; max dye-equivalent concentration, M; actives 0.06% (n = 59,000); AID 587; in the data active means max dye-equivalent concentration above about 10 nM; inconclusive means between about 1.1 nM and that limit
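Pin-transferred compounds and Texas Red standards go into 100 mM Tris buffer, pH 8.0. After 15 min at room temperature, plates are imaged with 547/618 nm filters. Each value is a dye-equivalent concentration derived from the per-plate dye curve.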
Rhodamine autofl – rhodamine region autofluorescence | Rhodamine-region fluorescence, 547/598 nm, Tris buffer; active compounds read high | actives 0.05% (n = 59,000) | max dye-equivalent concentration, M; in the data active means max dye-equivalent concentration above about 11 nM; inconclusive means between about 1.1 nM and that limit
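A six-point rhodamine series on each plate calibrates the signal. Compounds sit in 100 mM Tris (pH 8.0) for 15 min at ambient temperature before imaging through 547 nm/598 nm filters.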
USP2a inhib – inhibitors of human ubiquitin-specific protease USP2a; USP2a enzymatic assay, qHTS inhibition; actives 0.1% (n = 60,000); O75604; Potency, µM (titrated, usually from 38.3 µM), inactives show at the top dose activity change, negative = inhibition, usual class: inhibitors;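 further: potency means the concentration at half of the fitted maximal effect; nearly all actives have a fitted effect of over 60% in size; plate controls were DMSO for no effect and NEM full inhibition control for full effect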
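USP2 core (20 nM final) was preincubated with compound for 30 min at RT in 20 mM Tris-HCl pH 8.0, 2 mM CaCl2, 2 mM beta-mercaptoethanol; Ub-PLA2 (20 nM) plus NBD C6-HPC (20 uM) then added, fluorescence read after 2.5 h.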
FLuc inh – inhibitors of firefly luciferase; purified firefly luciferase, luminescence, 8 min; AID 411; P08659; Potency, µM (series often up to 57.1 µM), inactives show at the highest dose activity change, negative = inhibition, most hits filed as inhibitors; actives 2.2% (n = 72,000); further: potency means the concentration at half of the fitted maximal effect; on the % scale 0 is the no-effect control and ±100 the full control effect; nearly all actives have a fitted effect of over 40% in size
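Luminescence read-out after 8 min at room temperature; enzyme reaction used luciferin plus 10 uM ATP (linear range) in imidazole buffer pH 7.2 with KCl, MgCl2, Tween 20 and BSA. Each sample was run as a titration.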
Casp7 inh – blocks human caspase-7 allosterically or competitively | P55210 | actives 0.02% (n = 75,000) | Potency, µM (titrated, usually from 57.5 µM), inactives show at the highest dose activity change, negative = inhibition, usual class: inhibitors | recombinant caspase-7, Ac-DEVD-AFC fluorescence rate; active means well fitted inhibition curve with a large enough effect in the main read-out, with a control signal flat, not every such curve was filed as active; inconclusive means small, poorly fitted or top-dose-only effect, or a change in a side signal; further: potency means the concentration at half of the fitted maximal effect; % of control where 0% means no effect
Target sequence (P55210 24-198 limits assumed): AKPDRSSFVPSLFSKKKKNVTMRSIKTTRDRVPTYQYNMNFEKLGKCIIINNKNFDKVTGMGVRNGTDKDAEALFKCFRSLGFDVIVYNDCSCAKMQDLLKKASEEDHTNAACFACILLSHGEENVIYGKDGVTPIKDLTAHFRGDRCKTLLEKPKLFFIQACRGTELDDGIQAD
Target sequence (P55210 207-303 limits assumed): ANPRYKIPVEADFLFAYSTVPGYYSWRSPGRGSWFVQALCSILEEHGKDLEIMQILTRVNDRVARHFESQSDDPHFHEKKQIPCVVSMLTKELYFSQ
Fluorescein fluor – compound autofluorescence in fluorescein spectral region; Compound autofluorescence, 480/540 nm, fluorescein-equivalent; active compounds read high; max fluorescein-equivalent concentration, M; actives 0.91% (n = 59,000); in the data active means max fluorescein-equivalent concentration above about 10 nM; inconclusive means between about 1.1 nM and that limit
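In this qHTS profile, compound fluorescence was measured with a 480 nm/540 nm filter pair following a 15-min room-temperature incubation in 100 mM Tris (pH 8.0). A six-point fluorescein series on each plate served for normalization.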
* marks the source's active call; other numbers are inactive results; i = inactive; ? = inconclusive; nt = not tested or not shown; [ ] = another dose, or the depositor's remark. Unless noted, the call rests on the fitted dose curve; in most records, active means well fitted curve in the direction sought with a large enough effect; inconclusive means small, poorly fitted or top-dose-only effect, or another doubt; inactive means no such curve, though single readings can be large; an effect the other way counts as inactive or inconclusive. An excerpt, so the mix of outcomes need not match the whole.

SMILES | HEK293 cAMP ctrl | Casp1 inh | HADH2 inhib | Tau filament bind | ERK AVP block | Texas Red fluor | Rhodamine autofl | USP2a inhib | FLuc inh | Casp7 inh | Fluorescein fluor
Fc1cccc(Cl)c1Cn1nnc(-c2ccc3c(c2)OCO3)n1 | ? | -1% | -15% | -1% | 36%[activator] | i | i | -9% | -21% | -6% | i
COc1ccc(C2/C(=C(/O)c3ccccc3)C(=O)C(=O)N2CCN2CCOCC2)c(OC)c1 (configuration not stated) | 2% | -2% | -6% | -5% | 0% | i | i | 15% | 1% | -3% | i
COc1cc(Cl)c(C)cc1NC(=O)CSc1nc2ccccc2o1 | ? | -1% | -3% | 9% | 11% | ? | i | 11% | 2% | -5% | ?
CCn1c(CN2CCN(C(=O)c3ccco3)CC2)nc2c1c(=O)n(C)c(=O)n2C | -5% | -1% | 9% | -4% | -26% | i | i | -2% | 3% | -1% | ?
C=CCC(C#Cc1ccccc1)N(C)C (configuration not stated) | 16% | -1% | 16% | 2% | -1% | i | i | 12% | 0% | 1% | i
O=C(CSc1n[nH]c(-c2ccncc2)n1)c1ccccc1 | 10% | -4% | -14% | -15% | -25% | i | i | -3% | -1% | 0% | i
COc1ccc(NC(=O)CN(C)S(=O)(=O)c2cccc3cccnc23)cc1 | ? | -3% | -4% | -3% | 1% | nt | nt | nt | -5% | -2% | nt
Cc1ccsc1C(=O)OCC(=O)c1cc2ccccc2o1 | 29% | -8% | -11% | ? | 20% | i | i | 23% | -17% | -2% | i
NC(=O)c1oc2ccccc2c1NC(=O)c1nc2ccccc2s1 | -3% | -6% | -15% | 16% | 21% | i | i | 9% | -8% | -9% | ?
Cc1ccc(OCCn2c(CCCO)nc3ccccc32)cc1 | ? | 0% | 12% | 4% | -4% | i | i | -1% | 2% | 0% | ?
c1cncc(-c2nnc3n2N=C(c2cccs2)CS3)c1 | 1% | 0% | -14% | -51% | 9% | i | i | 19% | -2% | 0% | i
CCC(=O)N1c2ccc(S(=O)(=O)CCC(=O)NCCC3=CCCCC3)cc2CC1C (configuration not stated) | 7% | 0% | -3% | 8% | -7% | ? | i | 7% | 4% | -2% | i
CN1C(=O)CC(n2c(CO)nc3ccccc32)C1=O (configuration not stated) | 23% | 1% | -11% | 5% | -3% | i | i | -12% | -1% | -1% | i
Cn1cccc1C(=O)N1CCC2(CC1)CCN(c1ccccc1)CC2 | -2% | -1% | -3% | -26% | -24% | i | i | 44%[activator] | -1%[11.4 µM] | -1% | i
COc1ccccc1CN1CC2(CCN(C(=O)c3ccncc3)CC2)C1 | 17% | 0% | 4% | -3% | -5% | i | i | 16% | 0%[11.4 µM] | 0% | ?
NC(=O)CSc1nc2ccccc2n1-c1ccccc1 | 15% | 1% | -5% | 2% | ? | nt | nt | ? | 1% | -2% | nt
Clc1ccc(C(c2ccccc2Cl)C(Cl)Cl)cc1 (configuration not stated) | 5% | -3% | -7% | -10% | 74%[activator] | nt | nt | 7% | nt | 2% | nt
COc1ccc(OC(C)C(=O)NCc2cccnc2)cc1 (configuration not stated) | 3% | 0% | -10% | -1% | -15% | i | i | 1% | 1% | 0% | i
COc1ccc(NC(=O)COc2ccccc2)c(OC)c1 | 11% | 1% | 3% | 4% | -23% | i | i | 2% | -21% | 0% | i
O=c1c2cnn(-c3ccccc3)c2nnn1Cc1ccccn1 | 15% | -2% | 5% | -5% | ? | i | i | 10% | -4% | 0% | i
C#CCCCO/N=C1/[C@H]2O[C@@H]2[C@@H](O)[C@H]2[C@H]1CCn1c(=O)n(-c3ccccc3)c(=O)n12 | 7%[11.4 µM] | 0%[11.5 µM] | -5%[11.4 µM] | nt | 11%[11.5 µM] | nt | nt | nt | 0%[11.4 µM] | -1%[11.5 µM] | nt
Cn1c2c(c(=O)n(C)c1=O)CN(CCCN1CCOCC1)CN2 | 12% | 3% | -6% | -5% | -6% | ? | i | 1% | 3% | -2% | ?
O=C1C(Cl)=C(NCC2CCCO2)C(=O)N1CCc1ccccc1 (configuration not stated) | 13% | -8% | -4% | -12% | 35%[activator] | i | i | -4% | -4% | -7% | ?
COc1ccc2c(c1)N(C[C@@H](C)CN(C)C)c1ccccc1S2 | -2%[25.6 µM] | 1%[25.7 µM] | 3%[25.6 µM] | 10µM* | 55%[activator][25.7 µM] | i | i | 9%[17.1 µM] | 8%[25.5 µM] | 1%[25.7 µM] | ?
CS(=O)(=O)N1CCC(C(=O)Nc2ccccc2F)CC1 | ? | -1% | -3% | 4% | -23% | i | i | -3% | 1% | 0% | ?

Next part
SMILES | HEK293 cAMP ctrl | Casp1 inh | HADH2 inhib | Tau filament bind | ERK AVP block | Texas Red fluor | Rhodamine autofl | USP2a inhib | FLuc inh | Casp7 inh | Fluorescein fluor
Cc1cccc(CN(C)CCc2ccccn2)c1 | 15%[11.4 µM] | 0% | 4%[11.4 µM] | 24%[11.4 µM] | -16% | nt | nt | 1%[7.66 µM] | -2% | 0% | nt
O=C1c2ccccc2C2(c3ccccc3)NCCN12 (configuration not stated) | -2% | 1% | -13% | 1% | 1% | i | i | -2% | 0% | -1% | ?
c1cncc(Nc2nc(-c3ccncc3)cs2)c1 | -14% | 2% | -9% | -7% | 20µM* | i | i | -2% | -7% | 1% | i
O=C(c1ccc2nc(N3CCOCC3)sc2c1)N1CCN(C(=O)c2ccco2)CC1 | -6% | -1% | -6% | -12% | -16% | nt | nt | nt | 0% | -2% | nt
CC1(C)CC(C#N)(N2CCOCC2)CCO1 (configuration not stated) | 0% | -2% | -8% | 8% | 12% | i | i | -24% | 1% | 0% | i
CCOC(=O)N1CCN(C(=O)c2cc(-c3ccc(F)cc3)[nH]c2C)CC1 | 22% | -2% | 17% | -40% | 0% | i | i | 15% | 0% | 0% | i
O=C(O)C/C=C\CC(=O)O | 0%[11.4 µM] | 0%[11.5 µM] | 9%[11.4 µM] | 4%[11.4 µM] | -5%[11.5 µM] | i | i | nt | 1%[11.4 µM] | 0%[11.5 µM] | ?
Cc1nn(Cc2ccc(Cl)cc2)c(C)c1NC(=O)c1cc(-c2ccc3c(c2)OCO3)on1 | 6% | -1% | -1% | i | -17% | i | i | 1% | 1% | 0% | i
CCOCC(O)CSCc1ccc(Cl)cc1 (configuration not stated) | 10% | -2% | 3% | -11% | 2% | nt | nt | 5% | -1% | 0% | nt
CCN1CCN(Cc2ccc(OCc3ccccc3)cc2)CC1 | 22% | 1% | 5% | -8% | -10% | i | i | -3% | -10% | 1% | i
Cc1[nH]c2ccccc2c1C1=CN2CCS(=O)(=O)N=C2S1 | 8% | 2% | -3% | -7% | 17% | i | i | -5% | -4% | 8% | i
CC(=O)O[C@@H]1CC[C@]2(C)[C@H]3CC[C@]4(C)[C@H](C[C@H]5CCCC[C@@]54C(C)=O)[C@@H]3CC(=O)[C@@]2(O)C1 | -4% | nt | 7% | 17% | nt | ? | i | nt | 2%[11.4 µM] | nt | i
O=C1NC(=O)C2C3c4ccccc4C(c4ccccc43)C12 (configuration not stated) | 18% | 0% | 7% | 159% | 3% | i | i | 1% | 2% | 1% | i
O=C(Cn1cnc2c(nnn2-c2ccccc2)c1=O)N1CCC(Cc2ccccc2)CC1 | 10% | -6% | -22% | 241% | nt | nt | nt | nt | 4% | -3% | nt
CCCN(CC1CC1)S(=O)(=O)c1ccc(S(N)(=O)=O)cc1 | 7% | 1% | 7% | -4% | -13% | nt | nt | nt | 1% | -1% | nt
O=c1c2ccccc2nnn1CSc1ncnc2ccccc12 | ? | 0% | 0% | 0% | 20% | ? | i | 4% | 0% | -1% | i
CCc1ccc(N2CC(C(=O)OCC(=O)Nc3cc(C)on3)CC2=O)cc1 (configuration not stated) | 7% | 0% | 10% | -20% | 11% | i | i | 10% | -1% | 1% | i
O=C1CC(C(=O)N(c2ccc(F)cc2)C(C(=O)NC2CCCC2)c2ccccn2)CS1 (configuration not stated) | -6% | 0% | 6% | 8% | -7% | i | i | 8% | 1% | -3% | ?
O=C(O)CCC(=O)N1CCc2cc(S(=O)(=O)NC3CCCC3)ccc21 | ? | -4% | 3% | -10% | -9% | i | i | -3% | 0% | 3% | ?
Cc1noc(C)c1C(=O)Nc1ccccn1 | 3% | -2% | -1% | 0% | -5% | i | i | -5% | 0% | -2% | ?
CC1(C)CC(=O)c2cc(C(=O)N3CCCCC3)c(=O)n(-c3ccc(Cl)cc3)c2C1 | -5% | 2% | 3% | -15% | 7% | ? | i | 4% | 0% | 0% | i
CC(C)(C)NC(=O)NC(=O)COC(=O)C1CC(=O)N(Cc2ccccc2)C1 (configuration not stated) | ? | 2% | 2% | -3% | ? | ? | i | -7% | 1% | -1% | ?
